From PubChem BioAssay
RAD54 branch = inhibitors of human RAD54 branch migration, primary screen, biochemical, fluorescence, single point | DNA repair and recombination protein RAD54-like (Homo sapiens), Q92698 | RAD54 Holliday junction branch migration, FAM/BHQ fluorescence | inhibition, % at 10.4 µM | 360,000 compounds, 0.14% hits | AID 602329, 2012;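 active = mean normalized replicate activity at least 40 and at least half of replicates scoring 40 or more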;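 note: 0% = median of neutral control wells and 100% = median of positive control wells; inhibitors cause a drop in the FAM fluorescence signal; in these data hits start at about 50%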
Target sequence (Q92698 whole entry, looked up): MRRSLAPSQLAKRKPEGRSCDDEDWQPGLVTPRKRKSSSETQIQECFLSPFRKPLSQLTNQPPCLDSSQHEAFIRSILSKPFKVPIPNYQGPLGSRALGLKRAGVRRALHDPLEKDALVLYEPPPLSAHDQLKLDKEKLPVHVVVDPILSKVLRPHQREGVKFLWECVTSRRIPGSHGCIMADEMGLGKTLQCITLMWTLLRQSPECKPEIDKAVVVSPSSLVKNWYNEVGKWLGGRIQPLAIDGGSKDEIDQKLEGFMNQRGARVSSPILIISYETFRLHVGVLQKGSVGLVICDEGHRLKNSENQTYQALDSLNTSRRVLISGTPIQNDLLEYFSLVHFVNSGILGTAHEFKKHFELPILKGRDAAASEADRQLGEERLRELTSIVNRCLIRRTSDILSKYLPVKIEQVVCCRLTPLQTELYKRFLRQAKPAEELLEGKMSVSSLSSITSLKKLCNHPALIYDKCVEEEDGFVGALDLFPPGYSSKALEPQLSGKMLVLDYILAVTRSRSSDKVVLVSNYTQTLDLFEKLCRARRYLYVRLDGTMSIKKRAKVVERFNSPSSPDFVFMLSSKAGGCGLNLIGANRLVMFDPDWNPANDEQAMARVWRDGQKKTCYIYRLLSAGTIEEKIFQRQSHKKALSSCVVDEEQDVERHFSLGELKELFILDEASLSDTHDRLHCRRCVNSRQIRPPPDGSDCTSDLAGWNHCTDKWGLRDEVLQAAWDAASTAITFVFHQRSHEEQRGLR
RAD52 anneal inh = RAD52 DNA annealing inhibitors, primary screen, biochemical, FRET, single point, set 2; DNA repair protein RAD52 homolog (Homo sapiens), P43351; recombinant RAD52 DNA annealing, FRET fluorescence; inhibition, % at 18.7 µM; 360,000 compounds, 0.46% hits;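 active = every replicate showing at least 50% inhibition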
S100A4 MyoIIA = inhibitors of S100A4-myosin IIA peptide binding, primary screen, biochemical, fluorescence polarization, TAMRA-MyoIIA peptide; Protein S100-A4 (Homo sapiens), P26447; inhibition, % at 10.7 µM; 360,000 compounds, 0.14% hits; AID 652163, 2013;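 active = mean inhibition of at least 70% across replicates, with every replicate also reaching that level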
Target sequence (P26447 whole entry, looked up): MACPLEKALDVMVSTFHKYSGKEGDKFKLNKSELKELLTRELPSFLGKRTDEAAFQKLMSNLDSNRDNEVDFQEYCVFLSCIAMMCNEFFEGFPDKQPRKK
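Test system – S100A4 monomer (human) · Compound – single-point compound testing · Schedule – 5 min incubation before reading · Probe or stimulus – TAMRA-labelled myosin IIA heavy-chain peptide probe, 5 nM · Benchmarks – neutral control DMSO, positive control TFP · Medium – Calcium-containing HEPES buffer, pH 7.2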
Xi reactivation = activators of inactive X chromosome reactivation, primary screen, imaging, XiGFP fibroblasts, GFP high-content imaging, set 2 | XiGFP mouse fibroblasts, % GFP-positive cells imaging, 3 d; cells co-treated with 5-aza-dC sensitizer; scaled so ellipticine positive control = 100% | activation, % at 7.58 µM | 360,000 compounds, 0.055% hits | AID 743238, 2013;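 active = mean normalized replicate activation at least 10% and every replicate at or above 10%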;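 note: 0% = median of on-plate neutral control wells and 100% = ellipticine 6 µM median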
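System: XiGFP fibroblasts, SV40-immortalized. Medium: DMEM plus 5-aza-dC sensitizer. Doses: single point. Timing: 3 d treatment, 15 min room-temperature fixation. Control set: ellipticine 6 µM.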
E-sel inducer = E-selectin induction in HUVECs, primary screen, imaging, HUVEC, immunofluorescence imaging, single point; AID 686992, 2013; activation, % at 7.58 µM; 260,000 compounds, 0.37% hits; normalized: neutral wells 0, TNF-alpha wells 100;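 active = mean E-selectin-positive cell signal at least 10% of the positive control, reached in at least 60% of replicates, without over 20% cell loss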;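 note: in these data hits start at about 27%; measured in HUVEC primary endothelial cells; signal is the percent of cells scored E-selectin positive by PE staining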
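Test system: HUVEC; input: 3,000 HUVEC/well; measured by: immunofluorescence imaging; read-out: % PE-positive cells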
esBAF inh = Bmi1 luciferase reporter increase in mESCs, primary screen, esBAF inhibitor project, mouse ES cells, Bmi1 luciferase knock-in, single point | reporter increase, % at 12.5 µM | 24 h; 100% = twice the neutral-well signal | AID 602393, 2012 | 350,000 compounds, 2% hits; in the data active = activation above about 40%;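 note: 0% = median of the plate's neutral control wells and 100% = double that signal; a rise in the Bmi1 reporter signal indicates esBAF inhibition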
EWS-Fli inh = EWS/Fli-driven NR0B1 reporter inhibitors, primary screen, A673 cells, NR0B1 luciferase, luminescence, MLPCN library; inhibition, % at 12.6 µM; viability-normalised; 350,000 compounds, 0.67% hits;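 active = mean inhibition of at least 50% after viability correction, with every replicate also passing that limit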;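 note: firefly luciferase signal divided by Alamar Blue viability fluorescence both relative to DMSO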
FN deposition inh = inhibitors of fibronectin matrix deposition, primary screen, AH1F cells, Alexa488-fibronectin fluorescence, plate reader. 350,000 compounds, 0.086% hits. inhibition, % at 12.6 µM. AH1F fibroblasts, overnight. AID 743247, 2014;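 active = mean inhibition across replicates of 30% or more, regardless of how many single replicates reach that level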;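 note: positive control wells lacked labelled fibronectin entirely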
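Schedule: 1 h cell adhesion before compound, then overnight fibronectin incubation; test system: AH1F fibroblast monolayer depositing Alexa488-labelled fibronectin into matrix; quantity: 10000 AH1F cells per well; probe or stimulus: fluorescent fibronectin at 24 nM final; signal: fluorescence, ex 485 nm, em 525 nm; evaluation: percent inhibition as loss of matrix-bound fibronectin fluorescence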
Starred values were filed as active, the others as inactive.

CNC(=S)N(CCc1c(C)[nH]c2ccc(C)cc12)Cc1ccco1 was read as RAD54 branch -17.1, RAD52 anneal inh -14.9, S100A4 MyoIIA -16.0, Xi reactivation 0.1, E-sel inducer -1.8, esBAF inh -5.5, EWS-Fli inh 23.7 and FN deposition inh -7.5.
CCc1cc(=O)oc2c3c(cc(OCC(=O)NC4CC4)c12)OC(C)(C)CC3 was read as RAD54 branch 2.7, RAD52 anneal inh -0.3, S100A4 MyoIIA -1.0, esBAF inh -1.7 and EWS-Fli inh 9.2.
Screening N#Cc1ccc(-c2cccnc2)nc1SCC(=O)c1ccccc1 returned RAD54 branch 2.6, RAD52 anneal inh -25.8, S100A4 MyoIIA -2.0, Xi reactivation 1.8, esBAF inh 62.8*, EWS-Fli inh -97.3 and FN deposition inh -4.6.
Screening O=S(=O)(c1ccc(Br)cc1)N1CCN(c2cc(-c3ccccc3)nc3ncnn23)CC1 returned RAD54 branch 6.6, RAD52 anneal inh -11.5, S100A4 MyoIIA -4.6, esBAF inh -18.9 and EWS-Fli inh 11.5.
Screening Cc1cc(S(=O)(=O)Nc2ccc(C(=O)NCC3(N4CCCCC4)CCCCC3)cc2)ccc1F returned RAD54 branch -1.2, RAD52 anneal inh -6.8, S100A4 MyoIIA -3.5, Xi reactivation 0.0, E-sel inducer -0.1, esBAF inh 1.4, EWS-Fli inh -3.0 and FN deposition inh 0.0.
COc1ccc(-c2cc(C(=O)NCc3ccc(F)cc3)[nH]n2)c(C)c1 was read as RAD54 branch 5.0, RAD52 anneal inh -7.5, S100A4 MyoIIA -2.5, Xi reactivation 0.0, E-sel inducer 4.9, esBAF inh 3.8, EWS-Fli inh -8.4 and FN deposition inh 8.4.
Screening Cc1sc2c(c1C)C(O)=C(C(=O)Nc1ccccc1)S(=O)(=O)N2C returned RAD52 anneal inh -20.1, S100A4 MyoIIA 0.8, Xi reactivation 0.1, esBAF inh -0.7, EWS-Fli inh 17.7 and FN deposition inh 1.6.
`CC(C)NC(=O)N(C)C[C@H]1Oc2cc(C#CC(C)(C)O)ccc2S(=O)(=O)N([C@@H](C)CO)C[C@H]1C` gave RAD54 branch 5.3, RAD52 anneal inh 6.0, S100A4 MyoIIA 8.1, Xi reactivation -0.3, E-sel inducer -2.2, esBAF inh -0.8, EWS-Fli inh -4.4 and FN deposition inh -0.4.
C[C@@H]1COc2cccc(N3CCN(Cc4ccccc4F)CC3)c2S(=O)(=O)N1 was read as RAD52 anneal inh -11.1, S100A4 MyoIIA 8.9, Xi reactivation 0.1, E-sel inducer 6.3, EWS-Fli inh 34.8 and FN deposition inh -8.9.
COc1ccccc1C(=O)COC(=O)/C=C/c1ccccc1 was read as RAD54 branch -2.7, RAD52 anneal inh -8.1, S100A4 MyoIIA -0.6, Xi reactivation 0.2, E-sel inducer -0.7 and FN deposition inh 6.5.
For Cc1ccc(C)c(OCC(=O)Nc2ccc(S(=O)(=O)Nc3ccccn3)cc2)c1 the results were RAD54 branch -2.2, RAD52 anneal inh -20.4, S100A4 MyoIIA -2.8, Xi reactivation 0.1, esBAF inh -5.3 and EWS-Fli inh 38.3.
Screening COc1ccccc1OCC(=O)Nc1cc(Cl)ccc1Oc1ccccc1 returned RAD54 branch 0.2, RAD52 anneal inh -107.7, S100A4 MyoIIA -9.8, Xi reactivation 0.4, esBAF inh 0.8, EWS-Fli inh -7.4 and FN deposition inh 1.9.
Cc1cccc(N2CC(C(=O)OCc3ccc([N+](=O)[O-])cc3)CC2=O)c1 (stereo unspecified) was read as RAD52 anneal inh 3.7, S100A4 MyoIIA 4.2, Xi reactivation 0.0, E-sel inducer 3.8, EWS-Fli inh 2.1 and FN deposition inh 0.0.
For COC[C@@H]1CCCN1[C@H]1CS(=O)(=O)N[C@@H]1COCc1ccccc1 the results were RAD54 branch -2.3, RAD52 anneal inh -19.1, S100A4 MyoIIA 2.1, Xi reactivation 0.0, E-sel inducer 1.8, esBAF inh -3.3, EWS-Fli inh -15.8 and FN deposition inh 4.8.
Screening CN(Cc1ccc(Cl)c(Cl)c1)C(c1cc2ccccc2o1)c1nnnn1C(C)(C)C (stereo unspecified) returned RAD52 anneal inh 0.8, S100A4 MyoIIA -1.1, Xi reactivation 0.0, E-sel inducer -0.6, EWS-Fli inh 4.2 and FN deposition inh -11.1.
Screening O=C(NCc1ccc(F)cc1)N1CCN(C(=O)c2ccccc2)CC1 returned RAD54 branch 1.2, RAD52 anneal inh -12.3, S100A4 MyoIIA -3.6, Xi reactivation 0.2, esBAF inh -1.2, EWS-Fli inh -4.0 and FN deposition inh 7.1.
`CN1OC[C@@H]2CN(S(=O)(=O)c3ccccc3)[C@H](c3ccc(N4CCCCC4)cc3)C[C@@H]21` gave RAD54 branch -1.1, RAD52 anneal inh -36.8, S100A4 MyoIIA -6.4, Xi reactivation 0.3, E-sel inducer -7.6, esBAF inh -1.3, EWS-Fli inh 1.3 and FN deposition inh 1.4.
`CC(C)OC(=O)C1Cc2ccccc2CN1S(=O)(=O)c1cccs1` (stereo unspecified) gave RAD54 branch -0.6, RAD52 anneal inh 0.9, S100A4 MyoIIA -0.6, Xi reactivation -0.1, esBAF inh -9.8, EWS-Fli inh -3.9 and FN deposition inh -9.6.
Screening Cc1ccc(NC(=O)C[C@H]2CC[C@H]3[C@@H](COc4ccc(NC(=O)C5CCC5)cc4C(=O)N3C)O2)cc1 returned RAD54 branch -2.4, RAD52 anneal inh 0.4, S100A4 MyoIIA -18.6, Xi reactivation 0.0, E-sel inducer 0.0, esBAF inh 7.9, EWS-Fli inh 3.5 and FN deposition inh -11.2.
O=C(CCCO)NNc1c2ccccc2nc2ccccc12 was read as RAD52 anneal inh -6.7, S100A4 MyoIIA -0.2, Xi reactivation 0.0, E-sel inducer 8.3, EWS-Fli inh 4.1 and FN deposition inh -24.3.
Screening CCC(=O)N(C)C[C@@H]1Oc2cc(-c3ccccc3C)ccc2S(=O)(=O)N([C@H](C)CO)C[C@H]1C returned RAD54 branch -1.2, RAD52 anneal inh 1.9, S100A4 MyoIIA -3.9, Xi reactivation 0.0, E-sel inducer 0.2, esBAF inh 1.2 and EWS-Fli inh -6.2.
`COc1ccccc1-n1cnnc1SC(C)C(=O)NCC1CCCO1` (stereo unspecified) gave RAD54 branch 0.0, RAD52 anneal inh 1.1, S100A4 MyoIIA 1.5, Xi reactivation 0.0, esBAF inh -0.4, EWS-Fli inh 3.5 and FN deposition inh -2.1.
For CC(C)c1ccc(C(=O)OC2CCOC2=O)cc1 (stereo unspecified) the results were RAD54 branch -5.4, RAD52 anneal inh 0.1, S100A4 MyoIIA -0.8, Xi reactivation 0.0, E-sel inducer 0.1, esBAF inh -5.7, EWS-Fli inh -7.9 and FN deposition inh 0.8.
Screening Cc1ccc(N=C2NC(=O)C(CC(=O)O)S2)cc1 (stereo unspecified) returned RAD54 branch -6.9, RAD52 anneal inh -5.8, S100A4 MyoIIA -3.8, esBAF inh -15.4 and EWS-Fli inh 8.0.

Next part (2 carried over from the part before).
For CC(C)c1ccc(C(=O)OC2CCOC2=O)cc1 (stereo unspecified) the results were RAD54 branch -5.4, RAD52 anneal inh 0.1, S100A4 MyoIIA -0.8, Xi reactivation 0.0, E-sel inducer 0.1, esBAF inh -5.7, EWS-Fli inh -7.9 and FN deposition inh 0.8.
Screening Cc1ccc(N=C2NC(=O)C(CC(=O)O)S2)cc1 (stereo unspecified) returned RAD54 branch -6.9, RAD52 anneal inh -5.8, S100A4 MyoIIA -3.8, esBAF inh -15.4 and EWS-Fli inh 8.0.
Screening CN(C)C(=O)c1ccc(NC(=O)COC(=O)Cn2cc(C(F)(F)F)ccc2=O)cc1 returned RAD54 branch 2.9, RAD52 anneal inh 5.9, S100A4 MyoIIA 0.7, Xi reactivation 0.1, E-sel inducer -0.5, esBAF inh -7.1, EWS-Fli inh -3.3 and FN deposition inh -7.9.
`Cc1ccc(S(=O)(=O)Nc2ccc3c(c2)C(=O)N([C@H](C)CO)C[C@H](C)[C@@H](CN(C)Cc2ccc(Cl)c(Cl)c2)OCCCC[C@@H](C)O3)cc1` gave RAD54 branch -6.3, RAD52 anneal inh 26.8, S100A4 MyoIIA -5.6, Xi reactivation 0.2, esBAF inh 3.2, EWS-Fli inh 17.6 and FN deposition inh -6.8.
`Cc1ccc(S(=O)(=O)Nc2cccc3c2O[C@H](CN(C)C(=O)NC2CCCCC2)[C@@H](C)CN([C@H](C)CO)C3=O)cc1` gave RAD54 branch 5.4, RAD52 anneal inh -5.7, S100A4 MyoIIA -6.8, Xi reactivation -1.0, E-sel inducer -0.3, esBAF inh 1.9 and EWS-Fli inh -0.3.
Screening O=C(CNC(=O)c1cccs1)N/N=C/c1ccc(Cl)cc1 returned RAD54 branch -4.9, RAD52 anneal inh -19.8, S100A4 MyoIIA 4.5, Xi reactivation 0.0, esBAF inh -3.4, EWS-Fli inh -13.1 and FN deposition inh -3.2.
For Cc1cccc(NC(=O)[C@H](NC(=O)[C@@H]2Cc3ccccc3CN2)c2ccccc2)c1 the results were RAD54 branch -1.0, RAD52 anneal inh -17.8, S100A4 MyoIIA 10.4, Xi reactivation 0.0, esBAF inh 19.0 and FN deposition inh -2.6.
`CCOc1cc2c(cc1OCC)C(c1ccccc1)N(c1ccc(C(=O)O)cc1)C(=O)C2` (stereo unspecified) gave RAD54 branch -0.6, RAD52 anneal inh -7.5, S100A4 MyoIIA -4.3, Xi reactivation -0.6, esBAF inh -0.1, EWS-Fli inh 3.3 and FN deposition inh 0.2.
Screening Cc1noc(C)c1NC(=O)Nc1ccc2c(c1)C(=O)N(C)[C@H]1CC[C@H](CC(=O)NCc3ccc(Cl)cc3)O[C@H]1CO2 returned RAD54 branch 2.2, RAD52 anneal inh 12.7, S100A4 MyoIIA -2.8, Xi reactivation 0.0, E-sel inducer -0.1, esBAF inh 0.3, EWS-Fli inh -10.4 and FN deposition inh 3.4.
`Cc1cc(-c2ccc(Cl)cc2)n2ncnc2n1` gave RAD54 branch 1.7, RAD52 anneal inh -6.4, S100A4 MyoIIA -5.6, Xi reactivation 0.0, E-sel inducer 0.0, EWS-Fli inh 8.9 and FN deposition inh 7.6.
For O=C(C[C@@H]1C=C[C@H](NC(=O)C2CCOCC2)[C@H](CO)O1)Nc1nccs1 the results were RAD52 anneal inh -16.5, S100A4 MyoIIA 4.6, Xi reactivation 0.1, E-sel inducer 0.0 and EWS-Fli inh 3.1.
`CC=Cc1ccc2n(c1=O)C[C@@H]1[C@@H](CO)[C@H](C(=O)N3CCC(Cc4ccccc4)CC3)N(C)[C@H]21` (mixture of isomers) gave RAD54 branch 4.0, RAD52 anneal inh -11.7, S100A4 MyoIIA -28.3, Xi reactivation 0.2, E-sel inducer -0.3, esBAF inh 0.7 and EWS-Fli inh -1.0.
Screening C/C(=N\NC(=O)Cc1c(F)cccc1Cl)c1cccnc1 returned RAD54 branch -7.6, RAD52 anneal inh -4.1, S100A4 MyoIIA -1.6, Xi reactivation 0.0, E-sel inducer 0.1 and esBAF inh -9.4.
